Screens (PubChem BioAssay)
TRPV1 ag: human TRPV1 agonism | Q8NER1 | TRPV1-expressing cells, Fluo-8 calcium influx, agonist mode | activation, % at 8.33 µM | 320,000 compounds, 0.19% hits | AID 540275; in the data active means activation above about 80%; inconclusive means between about 30% and that limit; further: 0% is about no effect
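Cells expressing TRPV1 were dye-loaded with Fluo-8 and read kinetically: 10 s baseline, 3 min after compound (agonist portion), then 2 min after EC20 capsaicin (allosteric enhancer portion). Calcium-bound dye fluorescence at 480/520 nm.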
B2AR arrestin: agonists driving beta-arrestin recruitment to human beta2-adrenergic receptor. 330,000 compounds, 0.02% hits. beta-arrestin recruitment to beta2AR, cell-based reporter. P07550. Potency, µM (top dose mostly 46.1 µM), for inactives: at the highest dose activation, usual class: activators;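 further: potency means the concentration at half of the fitted maximal effect; 0% = DMSO controls and full agonism = EC100 isoproterenol or metaproterenol; nearly all actives have a fitted effect of over 65% in size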
FBPA coupling cs: counter-screen for Giardia aldolase inhibitors: coupling enzyme system; coupling enzyme system counterscreen, AmpLite Red fluorescence; activity change, negative = inhibition, % at 58.2 µM, hits read low; 290,000 compounds, 0.67% hits; in the data active means activity change below about -30%; further: on the % scale 0 is the no-effect control and ±100 the full control effect
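Counterscreen of the coupled detection system alone, without aldolase: glyceraldehyde-3-phosphate coupling enzymes plus AmpLite Red readout. Compounds at 57.5 uM final, 10 min RT preincubation, 20 min RT reaction, fluorescence 525/598 nm.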
KCNH2 WT inh: blocks the wildtype human KCNH2 potassium channel; AID 720551; Q12809; U2OS, BacMam KCNH2, thallium flux FluxOr; stronger effect = lower value; 340,000 compounds, 0.37% hits; activity change, % at 1.84 µM;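 active means maximum activity change below -70%; inconclusive means maximum activity change between -70% and -50%; inactive means maximum activity change above -50%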; further: on the % scale 0 is the no-effect control and ±100 the full control effect
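U2OS cells transduced with wild-type KCNH2 virus are loaded with FluxOr dye for 45 min, and thallium flux is measured in kinetic reads before and after stimulation buffer. Rate constants are normalized to DMSO controls.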
GALK inh: galactokinase (human) inhibition | P51570 | 270,000 compounds, 0.007% hits | Potency, µM (highest dose often 57.5 µM), for inactives: at the top dose activity change, negative = inhibition, actives largely listed as inhibitors | Purified GALK, Kinase-Glo residual ATP luminescence; further: potency means the concentration at half of the fitted maximal effect; on the % scale 0 is the no-effect control and ±100 the full control effect
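GALK at 5 nM final was combined with compound, 35 uM ATP and 100 uM galactose in HEPES pH8.0 with MgCl2 and DTT. The reaction ran one hour at room temperature before luminescent ATP detection.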
Menin-MLL TR inh: inhibitors of human menin-MLL interaction, mutant MLL peptide; Menin + Texas Red MLL mutant peptide, fluorescence polarization; Potency, µM (top dose mostly 61.6 µM), for the others: top-dose FP activity change, negative = inhibition, most hits filed as inhibitors; 270,000 compounds, 0.23% hits; active means well fitted inhibition curve with a large enough effect in the polarisation, with a control signal flat, not every such curve was filed as active; inconclusive means small, poorly fitted or top-dose-only effect, or effect the other way, or a change in a side signal; inactive means no such curve, though single readings can be large or run the other way; the % refers to the polarisation; further: potency means the concentration at half of the fitted maximal effect; % of control where 0% means no effect; many of its hits are not listed in these tables
USP2a inh: blocks human ubiquitin-specific protease USP2a; USP2 core, Ub-CHOP2 coupled fluorogenic reporter, 485/531; AID 463254; Potency, µM (highest dose often 38.3 µM), for inactives: top-dose activity change, negative = inhibition, most hits filed as inhibitors; 330,000 compounds, 0.01% hits;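 further: potency means the concentration at half of the fitted maximal effect; plate controls were DMSO wells for no effect and full inhibition by NEM control for full effect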
Target sequence (O75604 whole entry, looked up): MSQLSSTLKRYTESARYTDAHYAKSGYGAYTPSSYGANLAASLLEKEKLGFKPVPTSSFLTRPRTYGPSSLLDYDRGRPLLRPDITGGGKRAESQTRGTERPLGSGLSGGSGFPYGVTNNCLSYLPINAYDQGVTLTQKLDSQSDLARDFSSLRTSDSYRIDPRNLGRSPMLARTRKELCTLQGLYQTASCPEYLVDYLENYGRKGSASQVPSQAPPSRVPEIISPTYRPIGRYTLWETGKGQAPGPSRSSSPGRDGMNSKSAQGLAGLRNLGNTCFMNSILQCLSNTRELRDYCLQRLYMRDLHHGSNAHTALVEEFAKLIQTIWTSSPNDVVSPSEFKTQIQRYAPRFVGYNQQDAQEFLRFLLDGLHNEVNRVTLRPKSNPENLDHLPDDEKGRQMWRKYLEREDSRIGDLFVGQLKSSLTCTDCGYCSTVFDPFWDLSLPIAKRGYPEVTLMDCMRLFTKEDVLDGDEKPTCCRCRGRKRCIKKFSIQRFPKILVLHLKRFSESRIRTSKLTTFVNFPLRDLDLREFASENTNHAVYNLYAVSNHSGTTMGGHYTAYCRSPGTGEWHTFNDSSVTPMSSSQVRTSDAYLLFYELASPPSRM
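Cell-free coupled assay: 10nM USP2 core preincubated 30min RT with compound in Tris-HCl pH 8.0/CaCl2/CHAPS buffer, then 25nM Ub-CHOP2 and 25nM reporter substrate; fluorescence (Ex 485/Em 531) read after 60min RT, normalized to NEM inhibition, concentration-response curves fitted.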
KCNH2 3.1 block: blocks the human KCNH2 3.1 channel isoform. U2OS KCNH2 3.1, thallium flux FluxOr; stronger effect = lower value. activity change, % (tested at about 1.8 µM). 340,000 compounds, 0.95% hits. AID 720553;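 active means maximum activity change below -70%; inconclusive means maximum activity change from -70% to -50%; inactive means maximum activity change above -50%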;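 further: thallium influx rate constant from kinetic fluorescence after stimulation buffer; on the % scale 0 is the no-effect control and ±100 the full control effect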
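Channel expression came from 3.1 mutant virus (1.77 x 10^8 /mL) applied to suspended U2OS cells for 4 h. Flux was tracked with FluxOr dye plus Red40 quencher, and kinetic rate constants normalized to controls.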
PKM2 act: increases activity of human pyruvate kinase M2; P14618; purified PKM2, Kinase-Glo ATP luminescence, activation; response scale: 0% is enzyme alone, no compound; Potency, µM (titrated, usually from 57.5 µM), without a hit: at the highest dose activation, actives largely listed as activators; 260,000 compounds, 0.34% hits; AID 1631; further: potency means the concentration at half of the fitted maximal effect; on the % scale 0 is the no-effect control and ±100 the full control effect; nearly all actives have a fitted effect of over 55% in size
Target sequence (P14618 whole entry, looked up): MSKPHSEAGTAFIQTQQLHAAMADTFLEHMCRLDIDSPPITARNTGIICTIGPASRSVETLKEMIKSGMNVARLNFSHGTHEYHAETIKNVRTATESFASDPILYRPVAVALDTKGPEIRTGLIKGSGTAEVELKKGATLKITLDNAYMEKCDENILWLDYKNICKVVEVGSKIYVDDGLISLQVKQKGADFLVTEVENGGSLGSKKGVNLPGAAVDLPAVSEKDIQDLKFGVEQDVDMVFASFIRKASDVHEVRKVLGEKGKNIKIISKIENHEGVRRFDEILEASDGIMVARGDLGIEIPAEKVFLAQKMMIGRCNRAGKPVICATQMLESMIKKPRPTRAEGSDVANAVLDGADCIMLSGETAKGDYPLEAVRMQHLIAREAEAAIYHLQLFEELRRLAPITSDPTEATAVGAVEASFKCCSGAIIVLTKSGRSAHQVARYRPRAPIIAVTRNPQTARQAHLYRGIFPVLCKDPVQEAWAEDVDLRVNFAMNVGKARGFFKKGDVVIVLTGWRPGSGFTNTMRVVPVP
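ATP formation by purified human PK-M2, quantified via coupled luciferase luminescence after 1 h at room temperature with 0.1 mM ADP and 0.5 mM PEP final.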
Giardia kill: kills Giardia lamblia; Giardia lamblia trophozoite viability; activity change, % at 7.66 µM, hits read low; 340,000 compounds, 0.15% hits; AID 540267; in the data active means activity change below about -80%; inconclusive means between about -30% and that limit;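 further: parasites exposed to compound for two days anaerobically before the ATP read; on the % scale 0 is the no-effect control and ±100 the full control effect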
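Giardia lamblia trophozoites (100 cells/well) were incubated with compounds for 48 h at 37 deg C under anaerobic conditions. Viability was read as ATP content by one-step luminescence after 15-30 min at room temperature.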
CXXC DNA block: inhibitors of human MLL CXXC domain-DNA interaction; Potency, µM (highest dose often 115 µM), for the others: top-dose activity change, negative = inhibition, usual class: inhibitors; 290,000 compounds, 0.037% hits; AID 2662; MLL-CXXC / FITC-HOXA9 DNA fluorescence polarization; active means well fitted inhibition curve with a large enough effect in the polarisation, with a control signal flat, not every such curve was filed as active; inconclusive means small, poorly fitted or top-dose-only effect, or effect the other way, or a change in a side signal; inactive means no such curve, though single readings can be large or run the other way; the % refers to the polarisation; further: potency means the concentration at half of the fitted maximal effect
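Purified MLL-CXXC (added from a 7 uM solution) was preincubated 5 min at ambient with pinned compounds in 50 mM Tris-HCl pH 7.5, 50 mM NaCl, 1 mM DTT, 0.05% BSA. Fluorescein-labeled HOX-A9 DNA (50 nM solution) followed, 30 min, then polarization read.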
Starred values were filed as active, the others as inactive; ? = inconclusive; nt = no result given; & = joins results of further samples. Unless noted, the call rests on the fitted dose curve; in most records, active means well fitted curve in the direction sought with a large enough effect; inconclusive means small, poorly fitted or top-dose-only effect, or another doubt; inactive means no such curve, though single readings can be large; an effect the other way counts as inactive or inconclusive. An excerpt (hit frequency here may not be typical).

SMILES	TRPV1 ag	B2AR arrestin	FBPA coupling cs	KCNH2 WT inh	GALK inh	Menin-MLL TR inh	USP2a inh	KCNH2 3.1 block	PKM2 act	Giardia kill	CXXC DNA block
Cc1cc(N2CCN(C(=O)c3ccco3)CC2)n2nc(C)c(-c3ccc(Cl)cc3)c2n1	-1	0.3%	0	nt	-2%	1%	1%	nt	-5%	nt	2%
O=C(COC(=O)c1ccc(O)cc1)Nc1ccccc1-c1ccccc1	-8	0.0%	-3	-3	-2%	-6%	-1%	16	-19%	9	-13%
CCCCC(=O)NC1=C(C(=O)OC)SCC1	1	-0.3%	-1	30	-2%	-16%	1%	12	-2%	-15	5%
Cc1ccc(-c2cc(Cc3ccccc3)c(=O)[nH]n2)cc1	16	0.4%	4	-2	nt	nt	2%	-6	-1%	-5	-4%
CCC(C)(C)NC(=O)CN(C(=O)c1csnn1)c1cccc2c1CCCC2	4	0.0%	-2	-4	-2%	-7%	0%	-6	1%	2	11%
COc1cccc(OCc2cc(/C=N/Nc3ccc(C(=O)O)cc3)ccc2OC)c1	-2	0.6%	2	2	-1%	nt	2%	8	2%	-16	-13%
Cc1ccc(C)c(C(=O)CCC(=O)NNC(=O)c2cccs2)c1	nt	-0.2%	nt	-19	nt	nt	0%	-2	nt	12	nt
CCc1ccc(OCc2ccc(C(=O)O)o2)cc1	1	-0.2%	15	-2	0%	10%	1%	0	nt	6	27%
CCc1nnc(NC(=O)c2cccs2)s1	2	0.0%	0	-2	4%	2%	-1%	6	-9%	-27	12%
COc1cc2c(cc1OC)-c1cc3ccc(OC)c(OC)c3c[n+]1CC2	-5	-0.3%	-30&-18	-7	nt	-8%	-3%	10	nt	-28	nt
CCOC(=O)c1c(C)[nH]c(C)c1C(=O)CSc1nnnn1-c1ccccc1	1	0.1%	0	8	0%	4%	-1%	-7	5%	-1	-1%
CC(C)CN(C(=O)COC(=O)Cc1n[nH]c(=O)c2ccccc12)C1CCS(=O)(=O)C1 (stereo unspecified)	3	-1.1%	3	-2	1%	-6%	2%	-19	0%	15	4%
CNc1nc(-c2ccc3c(c2)CCN3C(=O)c2ccccc2C)cs1	0	5.5%	-1	2	4%	-13%	0%	-7	-2%	15	-1%
Cc1ccc2nc(SCC(=O)Nc3cc([N+](=O)[O-])ccc3F)[nH]c2c1	0	-0.6%	0	45	2%	?	0%	-13	2%	5	17%
CCOC(=O)C1CCCN(S(=O)(=O)c2ccc(Cl)nc2)C1 (stereo unspecified)	0	-0.4%	nt	-20	nt	nt	0%	8	nt	4	nt
CCOC(=O)c1c(/N=C/C2=C(O)CCCC2=O)sc(C)c1C	5	-0.8%	0	-1	2%	0%	-2%	-34	1%	4	3%
O=S(=O)(Nc1ccc(-n2cnnn2)cc1)c1ccc(Cl)cc1	5	0.1%	nt	-27	nt	nt	1%	14	nt	-4	nt
Clc1ccc(N2CCN(/N=C/c3ccncc3)CC2)cc1	nt	-0.7%	3	6	0%	nt	2%	-3	-1%	-11	1%
COc1ccc(OC)c(S(=O)(=O)NCCCn2ccnc2)c1	3	0.1%	4	-8	-3%	9%	0%	-5	-4%	4	-1%
CCc1cccc(NC(=S)N(CCN(C)C)C2CCN(C(C)C)CC2)c1	-3	0.3%	0	-4	3%	-1%	5%	-1	nt	-5	6%
COC(=O)c1sccc1NC(=O)c1ccccc1[N+](=O)[O-]	6	-0.4%	1	-3	2%	3%	-1%	-16	-12%	2	15%
O=C(CSc1nc(=O)n(CCN2CCOCC2)c2c1CCCC2)Nc1ccc(F)cc1F	0	-0.1%	nt	3	nt	nt	1%	2	nt	1	nt
CCOC(=O)Cc1cc(=O)n2[nH]c(C)c(-c3ccccc3OC)c2n1	-3	8.3%	2	5	7%	2%	1%	6	-4%	-7	-18%
CC(C(=O)N1CCc2ccccc21)N1CCN(c2ccccn2)CC1 (stereo unspecified)	5	-1.4%	2	-3	0%	3%	1%	13	-7%	15	4%
CN1C(=O)C(=O)/C(=C(/O)c2ccc(Br)cc2)C1c1ccccc1F (stereo unspecified)	0	0.0%	19	15	-3%	-2%	-6%	4	nt	29	-1%
CCOC(=O)Cc1csc(NC(=O)COc2ccc(C)cc2)n1	0	0.3%	3	12	2%	21%	0%	-5	16%	-4	3%
COC(=O)[C@]1(C)N[C@H](c2ccc(-c3ccccc3)cc2)[C@@H]2C(=O)N(C)C(=O)[C@@H]21	0	-0.1%	nt	0	nt	nt	5%	13	nt	9	nt
CCCCCCCCSc1n[nH]c(N)n1	?	0.0%	3	-2	0%	-9%	2%	-3	4%	-4	5%
O=C(Nc1cc(C(F)(F)F)ccc1-n1cncn1)c1ccc(-c2ccccc2)cc1	4	-0.3%	3	-5	1%	0%	8%	-13	-4%	6	13%
O=C(NCCCn1ccnc1)Nc1cccc(Cl)c1	4	-0.3%	1	2	0%	-2%	3%	8	-5%	-3	2%
O=C1c2ccc3c4c(ccc(c24)C(=O)N1NC(=O)C(F)(F)F)CC3	-2	0.2%	5	46	2%	-4%	0%	-16	1%	-11	-21%
COc1cc(/C=C/C(=O)OCC(=O)NC2CC2)cc(S(=O)(=O)N2CCc3ccccc32)c1OC	0	-0.7%	-1	-1	7%	18%	0%	-3	7%	-1	28%
COc1ccc(/C=C2\Oc3cc(OCC(=O)N4CC(O)C[C@H]4C(=O)O)ccc3C2=O)cc1OC (stereo partly specified)	0	0.5%	-1	-6	nt	?	1%	-16	-3%	13	5%
CSc1ncccc1C(=O)Nc1nnc(C2CC2)s1	2	0.0%	0	9	-3%	4%	1%	-6	3%	0	0%
CCC(=O)NC(Nc1sc2c(c1C(=O)OC)CCC2)C(Cl)(Cl)Cl (stereo unspecified)	28	3.5%	-6	-8	-4%	5%	-2%	-6	-16%	-6	-5%
CCCC(=O)Nc1cc(C)c(NC(=O)c2ccncc2)cn1	2	-0.7%	2	2	5%	-4%	3%	13	-8%	7	3%
Cc1ccc(C(=O)Nc2cccc3[nH]c(C(F)(F)F)nc23)cc1	3	0.5%	-5	8	nt	28%	0%	-9	nt	11	-4%
COc1cc(OC)c(N(C)S(=O)(=O)c2cccc(C(=O)OCC(=O)N3CCOCC3)c2)cc1Cl	nt	-0.8%	nt	-1	nt	nt	-1%	3	nt	-3	nt
CC(C)Cc1cc(C(=O)Nc2cccnc2)no1	29	0.4%	1	14	2%	-1%	2%	7	-12%	-26	-12%
O=C(COC(=O)c1sc2ccccc2c1Cl)NC1CCCCC1	13	1.0%	0	0	3%	3%	2%	1	0%	-14	4%
Cc1cc(=O)oc2cc(OCC(=O)N3CC[C@@]4(O)CCCC[C@H]4C3)c(Cl)cc12	0	0.3%	-8	2	nt	1%	-1%	16	0%	0	-3%
C=CCOC(=O)C1=C(C)Nc2nnnn2C1c1cc(OC)ccc1OC (stereo unspecified)	2	-0.5%	-21	-9	-1%	-23%	0%	2	10%	-9	0%
Cc1ccc(S(=O)(=O)NNC(=S)NC(C)(C)C)cc1	8	-0.3%	8	1	6%	nt	-2%	7	-2%	-6	-6%
Cc1nnc(NC(=O)C(C)Sc2nnc(CNC(=O)c3ccccc3F)n2C)s1 (stereo unspecified)	-3	-0.5%	nt	-1	nt	nt	-1%	-16	nt	5	nt
Cc1ccc(S(=O)(=O)N2CCN(C(=O)c3n[nH]c4ccccc34)CC2)cc1	12	-0.1%	nt	-1	nt	nt	0%	26	nt	-2	nt
COCC(=O)N(C)C[C@H]1N[C@@](C)(C(=O)OC)[C@H]2C(=O)N(C)C(=O)[C@@H]12	nt	-0.6%	nt	3	nt	nt	0%	-26	nt	-23	nt
CN(Cc1ccccc1)Cc1ccccc1F	-1	-1.2%	-3	0	2%	-18%	1%	-5	-3%	-6	-5%
CC(=O)c1c(C)[nH]c(C(=O)CN2CCN(S(=O)(=O)c3ccc(C(C)C)cc3)CC2)c1C	2	0.4%	nt	1	nt	nt	1%	2	nt	1	nt
Cc1ccc(/C=C/C(=O)c2ccc([N+](=O)[O-])o2)cc1	?	7.4%	nt	10	nt	nt	3%	-4	nt	-1	nt
Cc1ccc(C(=O)N2CCC(n3nccc3NC(=O)C3CCOC3)CC2)cc1 (stereo unspecified)	2	0.4%	nt	-9	-2%	nt	0%	18	-6%	15	-2%
CC(=O)C1=C(O)CCC1=NCCc1ccccc1	-1	-0.2%	0	1	-1%	2%	0%	3	1%	11	2%
CC(C)(C)OC(=O)C[C@@H]1C/C=C\C[C@H](CC(=O)NCCO)C(=O)N[C@@H](c2ccccc2)COC1=O	nt	-0.1%	nt	-3	nt	nt	4%	-15	nt	14	nt
